SRC2 TRFRET art: TR-FRET artefact, counter-screen to PPARgamma/SRC-2 agonist assay | hits give high values | TR-FRET ratio at 8 µM | 200,000 compounds, 0.4% hits | AID 1049; in the data active means TR-FRET ratio above about 2000; further: inactives centre near 1500; reference of the scale not given here
TNAP inh hi DEA: blocks human TNAP under high phosphate acceptor concentration; P05186; purified TNAP, CDP-star luminescence, 1 M DEA; inhibition, % at 20 µM; 200,000 compounds, 0.03% hits;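 active means over 50% inhibition of tissue-nonspecific alkaline phosphatase at 20 µM in the single-dose screen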;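 further: plate controls were DMSO wells for no effect and EDTA-quenched wells as full inhibition for full effect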
Target sequence (P05186 whole entry, looked up): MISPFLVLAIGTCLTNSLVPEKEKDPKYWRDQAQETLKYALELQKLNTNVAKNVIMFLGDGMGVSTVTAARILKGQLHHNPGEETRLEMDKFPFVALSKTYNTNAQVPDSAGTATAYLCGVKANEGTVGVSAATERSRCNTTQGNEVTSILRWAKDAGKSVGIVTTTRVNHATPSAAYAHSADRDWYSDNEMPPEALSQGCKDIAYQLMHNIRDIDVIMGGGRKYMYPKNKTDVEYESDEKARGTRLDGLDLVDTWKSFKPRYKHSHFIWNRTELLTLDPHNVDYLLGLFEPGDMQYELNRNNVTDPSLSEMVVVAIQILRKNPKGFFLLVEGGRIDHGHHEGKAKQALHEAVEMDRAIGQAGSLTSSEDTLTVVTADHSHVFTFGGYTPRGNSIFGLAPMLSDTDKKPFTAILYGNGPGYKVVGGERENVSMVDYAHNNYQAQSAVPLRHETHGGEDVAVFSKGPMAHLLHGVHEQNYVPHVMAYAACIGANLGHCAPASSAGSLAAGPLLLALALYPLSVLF
HMGR II inh: blocks class II HMG-CoA reductase of Enterococcus faecalis | purified E. faecalis HMGR, NADPH absorbance 340 nm kinetic | inhibition, % at 10 µM | 190,000 compounds, 0.41% hits | AID 1066;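 active means inhibition above a set limit, the median over all tested compounds plus 3 SD, cut at about 9.5% in these data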;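 further: enzyme runs in reverse so mevalonate oxidation gives rising NADPH absorbance; 0% = complete reaction with DMSO and 100% = background rate lacking mevalonate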
PPARg SRC3 recr: PPARgamma-driven SRC-3 recruitment agonism; 200,000 compounds, 0.26% hits; P37231; activation, % at 8 µM; AID 731; biochemical PPARgamma/SRC-3 coactivator recruitment assay; in the data active means activation above about 23%;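 further: 0% = DMSO and 100% = reference agonist; some compounds past the cut are filed as inactive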
Target sequence (P37231 whole entry, looked up): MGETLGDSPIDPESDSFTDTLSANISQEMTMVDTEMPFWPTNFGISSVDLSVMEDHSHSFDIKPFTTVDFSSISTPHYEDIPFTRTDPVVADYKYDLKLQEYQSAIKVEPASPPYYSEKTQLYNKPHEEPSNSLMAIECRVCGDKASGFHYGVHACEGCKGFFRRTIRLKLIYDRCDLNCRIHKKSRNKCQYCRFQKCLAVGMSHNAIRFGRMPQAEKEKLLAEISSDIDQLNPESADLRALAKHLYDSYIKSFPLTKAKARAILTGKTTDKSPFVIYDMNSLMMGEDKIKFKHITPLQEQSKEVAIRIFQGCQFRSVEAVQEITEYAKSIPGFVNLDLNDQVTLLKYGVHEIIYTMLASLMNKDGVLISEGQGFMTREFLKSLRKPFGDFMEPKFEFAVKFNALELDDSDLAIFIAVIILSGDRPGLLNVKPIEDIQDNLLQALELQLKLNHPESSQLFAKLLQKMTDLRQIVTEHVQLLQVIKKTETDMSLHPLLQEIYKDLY
bIAP activator: intestinal alkaline phosphatase (bovine) activation. purified bovine IAP, CDP-star luminescence, 30 min; hits give high values; fold of DMSO-control signal, blank-subtracted. activation factor at 20 µM. 200,000 compounds, 0.17% hits. AID 1016;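 active means activation factor of 2 or more at 20 µM, a signal rise over negative controls twice the positive control's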
bIAP inhibitor: intestinal alkaline phosphatase (bovine) inhibition | purified bovine IAP, CDP-star luminescence, 30 min | 190,000 tested, under 10 active | AID 1019 | inhibition, % at 20 µM;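 active means over 50% inhibition of intestinal alkaline phosphatase at 20 µM in the single-dose screen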
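System: Purified bovine intestinal alkaline phosphatase (IAP) enzyme | Input: IAP diluted 1/65,000,000 in the well | Also added: CDP-star chemiluminescent phosphatase substrate, 30 µM final | Dosing: 20 µM single dose | Times: Enzyme reaction for 30 min at room temperature | Detection: Luminescence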
PPARg SRC-2 ag: PPARgamma-driven SRC-2 recruitment agonism; PPARgamma LBD-SRC-2 recruitment, biochemical; activation, % at 8 µM; 200,000 compounds, 0.34% hits; AID 1032; in the data active means activation above about 22%;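 further: 0% = vehicle and 100% = reference agonist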
PPARg SRC1 recr: PPARgamma-driven SRC-1 recruitment agonism; P37231; PPARgamma-SRC-1 coactivator recruitment biochemical assay; activation, % at 8 µM; 200,000 compounds, 0.41% hits; AID 631; in the data active means activation above about 19%;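 further: 0% = DMSO and 100% = reference agonist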
TNAP act hi DEA: activators of human TNAP at high phosphate acceptor concentration. P05186. purified TNAP, CDP-star luminescence, 1 M DEA, 30 min; hits give high values; 0 = EDTA background, 1 = DMSO-only activity. activation factor at 20 µM. 200,000 tested, under 10 active. AID 1136;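 active means activation factor at least 2 at 20 µM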
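Test system – human TNAP · Doses – 20 µM single point · Incubation – 30 min, room temperature · Signal – luminescent substrate turnover signal · Read-out basis – activation factor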
TNAP inh noacc: inhibitors of human TNAP without phosphate acceptor; P05186; purified TNAP, CDP-star luminescence, 30 min; inhibition, % at 20 µM; 200,000 compounds, 0.26% hits;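 active means tissue-nonspecific alkaline phosphatase inhibition above about 50% at 20 µM in the single-dose screen, limit read from the data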;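 further: 0% = DMSO negative control and 100% = EDTA positive control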
The depositor's hits bear a star.

SMILES	SRC2 TRFRET art	TNAP inh hi DEA	HMGR II inh	PPARg SRC3 recr	bIAP activator	bIAP inhibitor	PPARg SRC-2 ag	PPARg SRC1 recr	TNAP act hi DEA	TNAP inh noacc
O=C(NNC(=S)NC(=O)c1cccs1)c1cccnc1	1475	-2	-4	2	1.2	-22	-9	-4	1	-151
CC(=NC(C)C)C1=C(O)C(C)OC1=O (centres undefined)	1544	-3	3	6	1	-4	1	2	1	-4
Cc1cc(C)c(OCCN(C)Cc2ccccc2)c(Br)c1	1710	-6	-7	3	1	2	5	10	1.1	-9
C/C(CC(=O)Nc1ccc2ccccc2c1)=N\NC(=O)c1cnccn1	1591	9	-2	1	0.9	14	2	-4	0.9	-31
CCOCCN1CCN(C(=O)CN2CCCC2=O)CC1	1637	-3	-5	4	1.2	-18	-2	4	1	-1
Cc1cccc(NC(=O)CN2C(=O)N/C(=C/c3ccc(C)s3)C2=O)c1	1684	-1	-6	5	0.7	27	2	2	1	-10
Cc1oc(-c2ccc(Cl)cc2)nc1CN1CCCC(C(=O)NCCCN2CCCC2=O)C1 (centres undefined)	1478	-1	-3	11	1.1	-6	2	6	1	1
Cc1ccc(-c2nc3ncccc3o2)cc1NC(=O)Cc1ccc(Cl)cc1	1466	-3	3	-18	1.1	-6	7	-11	1	-9
Cc1ccc(C2=NNC3(CCOC(C)(C)C3)S2)cc1 (centres undefined)	1410	-2	-2	-5	1	-2	-2	-10	1	-5
CC(=O)Nc1ccc(OCc2cnc(Cl)s2)cc1	1325	-4	0	1	1	-2	0	2	1	-9
COc1ccc(-c2nnc(NC(=O)C(C)C)o2)cc1	1695	-2	2	1	0.9	10	-4	-4	1	-3
NC(=O)COC(=O)c1cccc2c1-c1ccccc1C2=O	1611	-1	-1	4	0.9	7	1	-1	1	-4
O=C(c1ccc(-n2cnnn2)cc1)N1CCN(C(c2ccccc2)c2ccccc2)CC1	1555	-5	0	3	1	1	1	6	1	-2
Cc1ccc(NC2=C(Cl)C(=O)OC2OC(=O)c2ccco2)cc1C (centres undefined)	1534	-1	-3	2	0.9	6	1	-5	1	-3
O=C(COC(=O)/C=C/c1ccccc1[N+](=O)[O-])Nc1ccc(OC(F)F)cc1	1389	1	-4	-2	1	-3	-10	2	1	6

No new results follow: 4 of the compounds above.
SMILES	SRC2 TRFRET art	TNAP inh hi DEA	HMGR II inh	PPARg SRC3 recr	bIAP activator	bIAP inhibitor	PPARg SRC-2 ag	PPARg SRC1 recr	TNAP act hi DEA	TNAP inh noacc
Cc1cc(C)c(OCCN(C)Cc2ccccc2)c(Br)c1	1710	-6	-7	3	1	2	5	10	1.1	-9
C/C(CC(=O)Nc1ccc2ccccc2c1)=N\NC(=O)c1cnccn1	1591	9	-2	1	0.9	14	2	-4	0.9	-31
CCOCCN1CCN(C(=O)CN2CCCC2=O)CC1	1637	-3	-5	4	1.2	-18	-2	4	1	-1
Cc1cccc(NC(=O)CN2C(=O)N/C(=C/c3ccc(C)s3)C2=O)c1	1684	-1	-6	5	0.7	27	2	2	1	-10

Remaining list, next part.
SMILES	SRC2 TRFRET art	TNAP inh hi DEA	HMGR II inh	PPARg SRC3 recr	bIAP activator	bIAP inhibitor	PPARg SRC-2 ag	PPARg SRC1 recr	TNAP act hi DEA	TNAP inh noacc
COc1ccc(NC(=S)N/N=C2\CC(C)(C)Oc3ccc(O)cc32)cc1	1479	0	-1	0	1.4	-37	-12	1	1	-3
COCCCn1c(SCc2cccc(OC)c2)nc2cc(OC)c(OC)cc2c1=N	1567	-2	1	-8	1	-3	2	8	1	-2
O=C(COC(=O)C1CC2C=CC1C2)Nc1ccc2c(c1)OC(F)(F)O2 (centres undefined)	1631	-7	1	-4	0.8	17	11	2	1.1	-12
Cc1ccc(S(=O)(=O)N(C)c2c(C)ccc(S(N)(=O)=O)c2C)cc1	1582	28	-2	6	1	3	0	6	0.7	38
Cc1nc(SCC(O)CCl)c([N+](=O)[O-])[nH]1 (centres undefined)	1649	2	-8	8	1.1	-10	10	8	1	-5
Cc1ccc2oc(C(=O)NCc3ccc4c(c3)OCO4)c(C)c2c1	1485	0	5	3	1	0	3	4	1	-3
CSc1ccc(S(=O)(=O)N(C)Cc2ccccc2)cc1	1623	-9	-2	2	0.8	24	2	-1	1.1	-20
Cc1ccc(Cn2ncc3c(N4CCN(CC#N)CC4)ncnc32)cc1	1631	-8	-7	0	0.9	7	1	1	1.1	-14
CCOC(=O)N/N=C/C=C/c1ccccc1	1732	-4	0	0	0.9	14	13	8	1	-7
COc1ccc(S(=O)(=O)NCCC(C)C)cc1C	1467	-5	-5	5	0.7	27	-2	-7	1.1	-1
Cn1ccnc1SCC(=O)Nc1cc(S(=O)(=O)N2CCOCC2)ccc1Cl	1460	1	-5	0	0.9	12	1	8	1	-17
CN1CCCC(OC(=O)c2ccc3c(c2)OCCO3)C1 (centres undefined)	1658	-3	-3	-2	1	3	8	4	1	-2
O=C1NC(c2ccccc2)CCC1(Cl)Cl (centres undefined)	1508	-5	2	-3	0.9	6	-3	1	1	-11
CCOC(=O)Cc1ccc(NC(=O)c2cccc([N+](=O)[O-])c2)cc1	1563	3	3	5	1	1	8	7	1	-7
O=C(OCc1ccc(COC(=O)c2cccnc2Cl)cc1)c1cccnc1Cl	1330	-5	-4	-1	0.9	6	0	-10	1.1	-2
CCOc1ccccc1N(CC(=O)OC)S(C)(=O)=O	1446	-2	-5	-3	1	4	-3	0	1	-6
NN/C(=C\[N+](=O)[O-])Nc1ccc(Cl)cc1	1636	5	-4	-1	1	-3	-2	2	1	-6
COc1ccc(-n2nnnc2S(=O)(=O)CC(=O)N2CCCCC2)cc1	1424	-1	-6	-9	0.9	15	-10	1	1	-8
CCCC(=O)n1nc(-c2ccccc2)nc1N	1391	-2	-1	1	0.9	9	-6	-2	1	47
Cc1nonc1N1CCN(Cc2cn[nH]c2-c2ccc(F)cc2F)CC1	1368	3	1	5	1	3	-8	-4	1	60*
ON1C(c2ccccc2)CC2(O)c3nonc3CCC12 (centres undefined)	1639	-6	-1	-18	1	0	-3	5	1.1	-18
O=C(O)CCNC(=O)c1cncc(Br)c1	1297	-3	-4	-3	0.9	7	6	-4	1	-4
Cc1ccc(NC(=O)Nc2nnc(Cc3ccc([N+](=O)[O-])cc3)s2)cc1C	1488	-6	-9	-3	0.8	19	2	-6	1.1	-7
COc1ccc(S(=O)(=O)Nc2ccc(S(=O)(=O)Nc3nc(C)cc(C)n3)cc2)cc1OC	1644	-2	-4	0	0.9	8	13	5	1	-8
CC1(C)Cc2nc3sc4c(N(CCO)CCO)ncnc4c3cc2CO1	1502	0	1	5	1	4	8	5	1	-8
Cc1ncsc1CCOC(=O)c1ccccc1	1585	-6	-1	-4	1	5	2	12	1.1	-10
Cc1noc(C)c1S(=O)(=O)Nc1ccc(C(=O)NC2CCCCC2)cc1	1619	-5	-4	-6	1	2	0	8	1	-14
Cc1cc(OC(=O)c2c(Cl)cccc2Cl)nc(C)n1	1681	2	0	6	0.9	8	6	4	1	-15
Cc1cccc(C(=O)N2CCN(C(=O)c3cccc(C)c3)C(C)C2)c1 (centres undefined)	1545	-1	-1	-5	1	4	-3	-3	1	-11
Cc1ccc(-n2c(C)nn(Cc3ccc([N+](=O)[O-])cc3)c2=O)cc1	1373	-4	2	-4	1	2	-5	-6	1	-8
COc1ccc(/C(O)=C2/C(=O)C(=O)N(CC3CCCO3)C2c2cccc(OC)c2)cc1 (centres undefined)	1587	2	-7	-7	0.9	6	-3	1	1	-4
CCOCC(=O)OCC(=O)NC12CC3CC(CC(C3)C1)C2	1498	-6	-2	-5	1	-5	-11	-1	1.1	-10
N/C(Cc1ccc([N+](=O)[O-])cc1)=N\OC(=O)Cc1ccc(Cl)cc1	1668	-2	2	0	0.9	5	-2	5	1	-5
O=C(NNC(=O)C1CCCCC1)c1ccc(Br)cc1	1778	-1	0	0	1	5	-3	0	1	-21
COCCn1c(SCC#N)nnc1-c1ccccc1O	1576	-6	-1	-5	0.9	13	5	10	1.1	-8
CCCCn1c(SCC(=O)c2ccccc2)nc2c1c(=O)[nH]c(=O)n2C	1524	-2	-2	-6	0.9	10	5	0	1	-8
Nc1nnc(SCC(=O)OCC(=O)c2ccccc2)s1	1679	-8	2	3	1.1	-12	11	4	1.1	-19
COc1ccc(C(=O)CN2C(=O)C(C)(C)Oc3ccc(C(=O)N4CCCCCC4)cc32)cc1	1408	-3	-2	-10	1	-2	1	1	1	9
N#CCSc1nnc2c(Cl)cc(Cl)cn12	1465	-3	6	3	0.9	7	5	8	1	-3
CCOC(=O)c1cnn(-c2nc(OCC)cc(OCC)n2)c1C	1335	-3	-6	-5	1	4	-11	-8	1	-6
CC(C)(C)c1cc(C(=O)Nc2ccccc2)ccn1	1490	-3	-3	3	0.6	36	6	8	1	-9
O=C(COC(=O)c1ccco1)NC1CCCCC1	1679	-6	-4	3	0.9	9	9	4	1.1	-1
CCCc1cc(=O)[nH]c(SCc2cc(=O)oc3c(C)c(C)ccc23)n1	1667	-2	4	2	1	3	6	4	1	-17
Cc1ccc(C(=O)CC(C(=O)O)P(=O)(c2ccccc2)c2ccccc2)cc1 (centres undefined)	1281	-5	-3	-2	1.1	-9	-3	-5	1.1	0
Cc1nnc(SCC2CCCO2)n1-c1ccccc1 (centres undefined)	1824	-5	1	3	0.9	14	-1	-5	1	-17
C#CCNC(=O)C1=C[C@H](c2ccc(Br)cc2)[C@@H](CCCO)[C@H](OCC)O1	1545	-2	-1	3	1.1	-10	11	4	1	-4
COC(=O)c1nc2ccccc2s1	1548	1	7	11	0.9	11	11	-3	1	-8
O=C(CN1CCCC1)Nc1ccc(NC(=O)Nc2ccccc2Cl)cc1	1495	-5	-2	8	0.9	7	-2	8	1.1	-13
Cc1cnc(C)c(N2CCN(Cc3cn(C)nc3-c3cccc(Cl)c3)CC2)n1	1563	1	-6	1	1	3	3	5	1	-1
NC(=O)COC(=O)/C=C/c1ccccc1[N+](=O)[O-]	1776	-6	-5	-1	1.1	-11	1	8	1.1	-37
O=C(NC(N1CCCC1)C(Cl)(Cl)Cl)c1ccccc1 (centres undefined)	1667	-2	-2	0	0.9	6	13	-5	1	-7
COc1cccc(C(=O)NCC(=O)n2nc(C)cc2C)c1	1619	-6	-4	3	1	-1	-7	3	1.1	-13
COc1nccc(Nc2ccccc2)c1C#N	1430	-2	1	-2	1	3	-3	3	1	-11
CN1CCC(OC(=O)c2cccc(Cl)c2)CC1	1524	-3	-1	1	1.1	-12	1	2	1	2
FC(F)(F)c1n[nH]c(=S)n1/N=C/c1ccco1	1434	-2	-4	5	0.9	14	-2	-5	1	13
CC(C)Cc1cc(C(=O)NCc2ccco2)no1	1360	-5	-1	3	1	-2	1	-5	1	-10
CCC(=O)Nc1cccc2ccccc12	1590	-9	-1	1	1	4	0	4	1.1	-9
Cn1ncc(N=Cc2c(O)ccc3ccccc23)c1C(=O)Nc1cccc(Cl)c1	1548	4	-4	7	1.1	-5	11	-2	1	4

Arranged by the number under TNAP inh noacc (smallest number first): three from the list above.
| Structure | TNAP inh noacc |
| --- | --- |
| COc1cccc(C(=O)NCC(=O)n2nc(C)cc2C)c1 | -13 |
| CC(C)Cc1cc(C(=O)NCc2ccco2)no1 | -10 |
| CCC(=O)Nc1cccc2ccccc12 | -9 |

Screening results from PubChem.
